High-throughput results deposited in PubChem by Fisher Drug Discovery Resource Center.
mcGAS lum – cyclic GMP-AMP synthase inhibitors, mouse, primary biochemical chemiluminescence. Q8C6L5. recombinant cGAS, Kinase-Glo ATP depletion luminescence. inhibition, % at 12.5 µM. 0.15% of 160,000 active. AID 1259399, 2018;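 further: 0% = negative control wells and 100% = reference inhibitor with no enzyme activity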
hcGAS lum – Primary biochemical luminescence assay for human cyclic GMP-AMP synthase inhibitors | recombinant h-cGAS, ATP depletion, Kinase-Glo luminescence | Q8N884 | inhibition, % at 12.5 µM | 0.081% of 290,000 active | AID 1259398, 2018;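 further: 0% = vehicle reaction and 100% = reaction without DNA for no activity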
Target sequence (Q8N884 whole entry, looked up): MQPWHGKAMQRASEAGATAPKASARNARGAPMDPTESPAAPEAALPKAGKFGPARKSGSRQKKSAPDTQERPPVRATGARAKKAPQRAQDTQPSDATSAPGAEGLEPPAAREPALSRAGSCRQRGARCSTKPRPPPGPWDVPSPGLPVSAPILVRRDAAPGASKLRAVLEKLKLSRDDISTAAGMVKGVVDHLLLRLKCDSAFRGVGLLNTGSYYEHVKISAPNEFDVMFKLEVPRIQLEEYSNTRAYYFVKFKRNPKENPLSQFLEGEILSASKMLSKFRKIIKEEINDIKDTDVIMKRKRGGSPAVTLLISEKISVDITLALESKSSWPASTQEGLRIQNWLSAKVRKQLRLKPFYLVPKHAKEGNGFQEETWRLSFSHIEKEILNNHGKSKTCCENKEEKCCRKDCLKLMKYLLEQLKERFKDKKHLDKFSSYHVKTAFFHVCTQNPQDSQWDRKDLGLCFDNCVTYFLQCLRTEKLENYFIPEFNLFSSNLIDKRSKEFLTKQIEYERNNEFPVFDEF
NPYLR7 agonist – agonists of mosquito NPYLR7 receptor, primary screen, cell-based, Aedes aegypti, calcium fluorescence, mosquito biting behavior | Aedes aegypti neuropeptide Y-like receptor 7 (NPYLR7) | HEK293T NPYLR7/Galpha15, GCaMP6s calcium fluorescence | activation, % at 10 µM | 0.15% of 270,000 active; in the data active means activation above about 40%;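 further: 0% = vehicle and 100% = reference agonist at the receptor; some compounds past the cut are filed as inactive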
* hit, by the source's call; . = not tested or not shown; & = joins results of further samples. Unless noted, no stated cut-off is given here; in the data, active means inhibition above about 40%; inactive means the rest.

SMILES	mcGAS lum	hcGAS lum	NPYLR7 agonist
CCCCCCc1ccc(C(=O)N2CCSC2c2cccc(F)c2)cc1 (stereo unspecified)	-4	-3	6
COc1ccc(-c2cnc(C(O)c3ccccc3)[nH]2)cc1 (stereo unspecified)	.	-9	-2
O=C(Nc1c(Cl)cccc1C(F)(F)F)N[C@H](Cc1ccccc1)C(=O)N1CCC(C(=O)N2CCCCC2)CC1	-1	-1	-11
CCOC(=O)CC1C(=O)NCCN1C(=O)C(C)(C)Oc1ccc(CCNC(=O)c2ccc(Cl)cc2)cc1 (stereo unspecified)	-2	-7	-4
CCCOC(=O)c1ccc(NCN2C(=O)c3ccccc3C2=O)cc1	-7	-6	-5
c1ccc(-c2cnc3cc4ccccc4cc3n2)cc1	-6	-12	21
CCOc1cc(C)c(S(=O)(=O)Nc2ccccn2)cc1C(C)C	-9	-6	-1
Cc1ccc(CNC(=O)CN2CCCN(S(=O)(=O)c3ccc(F)cc3)CC2)cc1F	.	-7	4
COC(=O)CCC(=O)N(Cc1ccc(F)cc1)Cc1nc2cc(Cl)ccc2o1	-6	-6	6
COc1ccc(C(=O)NCc2ccnc(N3CCOCC3)c2)cc1	.	-3	0
CCOC(=O)c1cc(-c2cccc(NC(=O)c3cccnc3SCC)c2)n(-c2cccc(F)c2)n1	-4	-1	22
Cc1ccc(S(=O)(=O)N2CCN(C(=O)N3CCOCC3)C2C(C)C)cc1 (stereo unspecified)	.	1	-7
CCCOc1ccc(C=c2sc3n(c2=O)C(c2cccs2)C(C(=O)OCCOC)=C(C)N=3)cc1 (stereo unspecified)	-5	-1	-3
NC(=O)c1ccc(C(=O)NNc2c(Cl)cc(Cl)cc2Cl)s1	.	-4	9
Cc1cc(C)nc(SCC(=O)OCC(=O)Nc2ccc(Cl)cc2[N+](=O)[O-])n1	.	-6	-9
CCCN1CCC(N(C)Cc2ccccc2C#N)CC1	.	-10	6
CNc1nnc(Cc2csc(N)n2)s1	.	-4	1
Cc1cc(Cl)cc2c3c([nH]c12)CCC(NC(=O)C1CC=CCC1)C3 (stereo unspecified)	0	-2	31
CCOC(=O)c1nc2ccccc2nc1N1CCCN(C(=O)Cc2ccc(F)cc2)CC1	1	5	4
Cc1cc(C(=O)N=c2sc3cc4c(cc3n2C)OCO4)on1	-9	-7	8
CCCOCCCNC(=O)c1ccc(-c2cc(-c3cccc(C(F)(F)F)c3)n[nH]2)cc1	2	3	11
CCOC(=O)N1CCN(C(=O)c2cc(-c3ccc(Cl)cc3)n(-c3ccc(C)cc3)c2C)CC1	-2	2	4
O=S(=O)(NC1CCN(c2ncnc3c2CCC3)C1)C1CC1 (stereo unspecified)	-7	-18	.
Cc1c(C(=O)NCc2ccc3c(c2)OCCO3)sc(=O)n1Cc1ccc(C(=O)N(C)C)cc1	.	-9	14

Part of the list above, with values under each structure:
The line under a structure holds: mcGAS lum | hcGAS lum | NPYLR7 agonist
COc1ccc(C(=O)NCc2ccnc(N3CCOCC3)c2)cc1
 : . | -3 | 0
CCOC(=O)c1cc(-c2cccc(NC(=O)c3cccnc3SCC)c2)n(-c2cccc(F)c2)n1
 : -4 | -1 | 22
Cc1ccc(S(=O)(=O)N2CCN(C(=O)N3CCOCC3)C2C(C)C)cc1 (stereo unspecified)
 : . | 1 | -7
CCCOc1ccc(C=c2sc3n(c2=O)C(c2cccs2)C(C(=O)OCCOC)=C(C)N=3)cc1 (stereo unspecified)
 : -5 | -1 | -3
NC(=O)c1ccc(C(=O)NNc2c(Cl)cc(Cl)cc2Cl)s1
 : . | -4 | 9
Cc1cc(C)nc(SCC(=O)OCC(=O)Nc2ccc(Cl)cc2[N+](=O)[O-])n1
 : . | -6 | -9
CCCN1CCC(N(C)Cc2ccccc2C#N)CC1
 : . | -10 | 6
CNc1nnc(Cc2csc(N)n2)s1
 : . | -4 | 1
Cc1cc(Cl)cc2c3c([nH]c12)CCC(NC(=O)C1CC=CCC1)C3 (stereo unspecified)
 : 0 | -2 | 31
CCOC(=O)c1nc2ccccc2nc1N1CCCN(C(=O)Cc2ccc(F)cc2)CC1
 : 1 | 5 | 4
Cc1cc(C(=O)N=c2sc3cc4c(cc3n2C)OCO4)on1
 : -9 | -7 | 8
CCCOCCCNC(=O)c1ccc(-c2cc(-c3cccc(C(F)(F)F)c3)n[nH]2)cc1
 : 2 | 3 | 11
CCOC(=O)N1CCN(C(=O)c2cc(-c3ccc(Cl)cc3)n(-c3ccc(C)cc3)c2C)CC1
 : -2 | 2 | 4
O=S(=O)(NC1CCN(c2ncnc3c2CCC3)C1)C1CC1 (stereo unspecified)
 : -7 | -18 | .
Cc1c(C(=O)NCc2ccc3c(c2)OCCO3)sc(=O)n1Cc1ccc(C(=O)N(C)C)cc1
 : . | -9 | 14

(listing goes on)
SMILES	mcGAS lum	hcGAS lum	NPYLR7 agonist
CCC(C)C(NC(=O)c1ccc(F)cc1)C(=O)Nc1nnc(-c2ccc(Br)cc2)s1 (stereo unspecified)	1	5	-4
CSc1nc(-c2ccccc2)nc(NC(=O)Cc2ccccc2)c1C(C)=O	-2	-2	-1
C=CCN1CC(c2nc3ccccc3n2Cc2ccc(Cl)c(Cl)c2)CC1=O (stereo unspecified)	-7	-7	3
CCN(C(=O)Nc1ccccc1CS(C)(=O)=O)C1CCCC1	-19	-6&-10	5&-1
CCc1cn[nH]c1C1CCCN(C(=O)c2sc(C(C)C)nc2C)C1 (stereo unspecified)	-8	-3	.
COC(=O)c1ccc(COC(CN2CCN(S(=O)(=O)c3ccccc3C(F)(F)F)CC2)c2ccc(Cl)cc2)cc1 (stereo unspecified)	2	4	.
CC(N)c1csc(Nc2ncccn2)n1 (stereo unspecified)	.	-5	-1
CC1CCCCC1NC(=O)COc1cccc(-c2nnco2)c1 (stereo unspecified)	.	-9	1
Cc1cc(C(=O)NCC2CCCN(Cc3ccc(Sc4nncn4C)o3)C2)no1 (stereo unspecified)	.	-1	-5
N#Cc1cccc(C(=O)NC(CN2CCOCC2)c2ccccc2)c1 (stereo unspecified)	.	2	1
Cc1nnc(SCCCNC(=O)C2CCOC2)s1 (stereo unspecified)	-11	-11	8
CCc1ccc(C(=O)Nc2ccc(N3CCCC3)c(C(=O)NCCc3ccccc3)c2)cc1	-9	-1	6
CC1=C(C(=O)OCC(C)C)C(c2ccc([N+](=O)[O-])cc2)NC(=O)N1C (stereo unspecified)	.	-6	7
CCOC(=O)N1CCN([C@H]2CN(C(=O)c3ccc(OC)cc3)C[C@@H]2O)CC1	.	-10	7
CCOC(=O)CNc1cccc(C(=O)N2CCCn3cncc3C2)c1	.	-2	9
COc1ccc(-c2n[nH]c(C)c2Oc2ccccc2)c(O)c1C	.	-3	0
COCc1nc2cc(-c3cccc(-n4cccn4)c3)ccc2o1	.	-6	-4
CCOC(=O)CCc1c(C)nc2ncnn2c1NCCOc1ccccc1	-8	-11	.
Cc1nn(CC(=O)Nc2ccc(C#N)cc2)c(C)c1[N+](=O)[O-]	-4	-5	6
Cn1c(=O)[nH]c(=O)c2c1nc(NCCCO)n2CCCc1ccccc1	.	-3	11
COc1cc(CN2CCN(c3nc(-c4ccccc4)nc4c3CCC4)CC2)cc2c1OCO2	-4	-5&-5	17&-3
CSc1ccccc1C(=O)NCc1c(C)ncc2c1CCN(C(=O)c1snnc1C)C2	-12	-8	18
CC(C)c1cc(CN2CCN(CC3CCCCC3)C(CCO)C2)[nH]n1 (stereo unspecified)	.	-1	-8
CCCNC(=O)C(C)NC(=O)CCNc1ccc(C(F)(F)F)cc1[N+](=O)[O-] (stereo unspecified)	.	-9	-3
CC(C)CNC(=O)c1c(N)n(/N=C\c2ccc(O)c(O)c2)c2nc3ccccc3nc12	-8	-8	8
Oc1cc(-c2cccc(Cl)c2)cc2c1OCCN(c1ncnc3nc[nH]c13)C2	.	-4	30
COc1ccc(-c2csc(=Nc3cccc(OC)c3)n2CCc2cccs2)cc1	-4	-4	-8
CCOC(=NCC(C)C)NC(=O)c1cccs1	-7	-11	10
O=S(=O)(c1ccc2c(c1)CCCN2)N1CCCCC1	-5	-9	0
Cc1c(C)n2c3c(=O)[nH]c(=O)n(C)c3nc2n1CCCNc1ccc(F)cc1	.	-6	2
O=S1(=O)NC(c2ccccc2)(c2ccccc2)c2ccccc21	.	-6	5
COCCn1c(SCC(=O)N2CCC(C)CC2)nc2c([nH]c3ccccc32)c1=O	-7	-3	2
CO[C@H]1CN(Cc2c[nH]c3ccccc23)[C@@H]2Cc3c(n(C)c4ccccc34)[C@H]1C2	-8	-7	25
O=C(NCC1Cc2cc(Oc3ccccc3)ccc2O1)c1cc(Cl)ccc1F (stereo unspecified)	.	-3	26
COc1cccc(Cn2c(=O)c(C(=O)NCC3CCCO3)nn(-c3ccc(Cl)cc3)c2=O)c1 (stereo unspecified)	-4	-4	11
COc1ccc(CCN(C)C2CCCN(Cc3ccoc3)C2)cc1OC (stereo unspecified)	.	1	-1
CC(C)(C)c1cc(=O)n2c(nc3ccccc32)[nH]1	.	5	4
COCC(=O)Nc1ccc(N(C)C)c(CN(C(=O)c2ccc(OC)cc2)C(C)c2ccccc2)c1 (stereo unspecified)	-9	-4	26
CN1CCN(c2nccnc2-c2ccc(Cl)cc2)CC1	-3	-3	1
CSc1c(C(C)C)cnc2c1c(=O)n(C)c(=O)n2C	-2	5	1
CC(C)(C)OC(=O)NCC(C)(NC(=O)Nc1ccncc1)C1CC1 (stereo unspecified)	.	-7	-1
Cc1ccc(CN2CCCC(CCN)C2)cc1C (stereo unspecified)	-10	-7	1
CCN(CC)C1=C(c2[nH]c(C)c(C(C)=O)c2C)Cn2c1nc1sc(C)c(C)c1c2=O	.	-8	28
N#Cc1ccccc1-c1ccc(CSCc2nc(N)nc(N)n2)cc1	.	-9	0
O=S(=O)(Oc1ccccc1-c1nc2ccc(Br)cn2c1NCc1ccccc1)c1ccccc1	-4	-5	16
COc1ccc(CN(C)C(=O)C2CC(=O)N(CC(C)C)C2)cc1O (stereo unspecified)	.	-4	6
Oc1cccc(-c2nccn2CCCOc2cccnc2)c1	.	-1	6
COc1cc2c(c(CO)c1OC)CC1c3c(cc4c(c3OC)OCO4)CCN1C2 (stereo unspecified)	.	-9	12
CCOC(=O)c1nn(CCc2ccccc2)c2c1CN(C(=O)c1csc(SC)n1)CC2	-15	-2	11
Cc1ccc(C)c(CN(Cc2ccc3c(c2)OCO3)CC(O)Cc2ccccc2)c1 (stereo unspecified)	-4	-9	30
COCCCN(Cc1nc2sc3c(c2c(=O)[nH]1)CCCC3)CC(O)CN1CCOCC1 (stereo unspecified)	-5	-12	4
O=C(c1cc(-c2cccs2)nc2ccccc12)N1CCOCC1	.	-3	5
CCC1CN(Cc2cnc(-c3ccco3)nc2)CCN1C(C)C (stereo unspecified)	.	-1	0
Cc1cc(F)cc(-c2c(-c3ccccc3)ncn2CCCO)c1	-11	-6	6
COc1ccc(/C=C2/SC(N)=NC2=O)c(OC)c1	.	-3	-3
COc1cccc(Cn2c(=O)c(C(=O)N(C)C3CCCCC3)nn(-c3ccc(Cl)cc3)c2=O)c1	-8	-4	4
COc1cc2c(cc1OC)C(c1ccc(F)cc1)N(C(=O)c1c(OC)cccc1OC)CC2 (stereo unspecified)	-7	0	20
CCOC(=O)COn1c(=O)c(-c2cc3ccccc3o2)[n+]([O-])c2ccccc21	.	-2	7
O=C1NC(O)(C(F)(F)F)C(=O)N1C1CCCCC1 (stereo unspecified)	-2	0	0
Cc1cnc2c(C(=O)NC(c3ccncc3)c3ccccc3C)cnn2c1 (stereo unspecified)	.	-5	2

The listing continues:
SMILES	mcGAS lum	hcGAS lum	NPYLR7 agonist
COc1ccc(-c2csc(-n3[nH]c(-c4ccccc4)c(N=Nc4c(C)cc(C)cc4C)c3=O)n2)cc1	-1	12	-4
CN1CCC(NC(=O)c2cn(-c3ccccc3Cl)nn2)C1=O (stereo unspecified)	.	-6	10
Cc1cc(-c2ccc(CC(=O)Nc3ccc(-c4cccnc4)cc3)cc2)ccn1	-10	-6	7
CCSc1nc(NC(C)C)c2cnn(CCNC(=O)C3CCCCC3)c2n1	-7	2	-6
Cc1n[nH]c(C)c1CCc1nnc(SCC(=O)O)n1C	.	7	-4
NC(=O)CCCCCn1c(SCC(=O)Nc2cc(Cl)cc(Cl)c2)nc2ccccc2c1=O	.	-5	-7
Cc1cc(C)n(-c2ccc(CNC(=O)CC3C=CCC3)cn2)n1 (stereo unspecified)	.	3	-8
CCC(C)N1CN2C(=O)NC3C2N(C1)C(=O)N3C(C)(C)C (stereo unspecified)	.	11	-2
CC1CCN(c2nc(N)nc3nc[nH]c23)CC(C)(C)C1 (stereo unspecified)	-2	0	1
CC(C)c1nnc(CN(Cc2cscn2)c2ccccc2)o1	2	1	5
CSc1ccc(C(=O)N(C)CCCc2nc3ccccc3[nH]2)o1	.	1	0
Cc1cccc(-c2noc(C3CCN(C(=O)C(C)Oc4ccccc4)CC3)n2)c1 (stereo unspecified)	-7	-7	-5
COc1cccc(-c2noc(CCN(CC(O)COCc3ccco3)C3CCCCC3)n2)c1 (stereo unspecified)	-5	-8	17
CNC(=O)[C@H]1CN(C(=O)N(C)C)[C@]2(C)C(=O)N(CC3CC3)c3ccccc3[C@H]12	-1	7	-10
O=C(c1ccc(-c2ccc[nH]2)nc1)N1CCC(CCc2ccccc2)CC1	.	-9	0
O=C(c1ccccc1)c1ccc2c3c(cccc13)C(=O)N(c1cccc(C(F)(F)F)c1)C2=O	-6	-1	-9
Fc1ccc(N2CCC(NC3CCCc4c3cnn4-c3ccccn3)CC2)cc1 (stereo unspecified)	-13	-11	-2
O=c1cc(-c2cccs2)oc2ccc(Br)cc12	.	-5	0
Cc1ccccc1C1SC(C)C(=O)N1CC1CC1 (stereo unspecified)	-6	-10	12
CC(C)CNC(=O)Cn1cnc2c1c(=O)n(C)c(=O)n2C	-2	-14	14

Not a hit list; 0.27% or so of the library scored in one or more.
